High-throughput results (PubChem BioAssay)
Gli-Sufu block: Gli-Sufu pathway antagonists, primary screen, luciferase luminescence, Sufu-KO-LIGHT cells, uHTS; Sufu-KO-LIGHT fibroblasts, Gli luciferase reporter luminescence; inhibition, % at 5 µM; 340,000 compounds, 0.74% hits; AID 588413, 2011;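 active = inhibition above about 55%, limit read from the data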;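 also: 0% = DMSO-treated cells and 100% = wells with medium but no cells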
CCR6 antagonist: CCR6 receptor antagonists, primary screen, cell-based, CHO-K1, luminescence, beta-arrestin, uHTS; C-C chemokine receptor type 6 (Homo sapiens), P51684; CHO-K1 CCR6 PathHunter beta-arrestin, CCL20-stimulated; inhibition, % at 20 µM; 340,000 compounds, 0.49% hits; AID 493098, 2011;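 active = compounds whose inhibition of the agonist-driven luminescence signal at 20 µM reaches about 50%, limit read from the data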;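 also: cells stimulated with CCL20 at 14 nM final; plate controls were DMSO with CCL20 for no effect and DMSO without agonist for full effect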
Target sequence (P51684 whole entry, looked up): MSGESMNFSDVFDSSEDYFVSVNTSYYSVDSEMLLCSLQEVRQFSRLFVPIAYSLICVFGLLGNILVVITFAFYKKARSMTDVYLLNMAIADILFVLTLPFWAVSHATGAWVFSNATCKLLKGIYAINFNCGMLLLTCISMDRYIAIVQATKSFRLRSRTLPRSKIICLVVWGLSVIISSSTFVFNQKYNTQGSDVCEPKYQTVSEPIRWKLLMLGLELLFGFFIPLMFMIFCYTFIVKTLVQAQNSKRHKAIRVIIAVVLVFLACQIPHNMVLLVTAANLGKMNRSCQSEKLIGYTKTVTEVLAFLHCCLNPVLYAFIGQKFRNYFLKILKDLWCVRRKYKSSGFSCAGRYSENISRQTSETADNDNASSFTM
697 NFkB inh: inhibitors of PMA/ionomycin-induced NF-kB reporter, 697 cells, primary screen, B-cell NF-kB inhibitor project, cell-based, luminescence, uHTS; 697 B-cell NF-kB luciferase reporter, 16 h; inhibition, % at 4 µM; 330,000 compounds, 0.33% hits; in the data active = inhibition above about 35%
Jurkat NFkB inh: inhibitors of induced NF-kB luciferase reporter, primary screen, TCR NF-kB activation inhibitor project, cell-based, luminescence, uHTS; Jurkat, PMA/ionomycin-induced NF-kB luciferase reporter; inhibition, % at 4 µM; 330,000 compounds, 0.53% hits; AID 435003, 2010
UBC13 inh: UBC13 polyubiquitin chain formation inhibitors, primary screen, biochemical, TR-FRET, uHTS | inhibition, % at 20 µM | 330,000 compounds, 0.47% hits; in the data active = inhibition above about 45%, passing the limit was not always enough
Target sequence (P61088 whole entry, looked up): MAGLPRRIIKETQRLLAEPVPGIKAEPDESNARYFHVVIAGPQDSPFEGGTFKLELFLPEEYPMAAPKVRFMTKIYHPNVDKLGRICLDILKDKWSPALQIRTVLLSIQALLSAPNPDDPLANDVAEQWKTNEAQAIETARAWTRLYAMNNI
SENP8 inh: SENP8 protease inhibitors, primary screen, biochemical, luminescence; Sentrin-specific protease 8 (Homo sapiens), Q96LD8; purified SENP8, Z-RLRGG-aminoluciferin cleavage; inhibition, % at 10 µM; 330,000 compounds, 1.2% hits; AID 2540, 2010
Target sequence (Q96LD8 whole entry, looked up): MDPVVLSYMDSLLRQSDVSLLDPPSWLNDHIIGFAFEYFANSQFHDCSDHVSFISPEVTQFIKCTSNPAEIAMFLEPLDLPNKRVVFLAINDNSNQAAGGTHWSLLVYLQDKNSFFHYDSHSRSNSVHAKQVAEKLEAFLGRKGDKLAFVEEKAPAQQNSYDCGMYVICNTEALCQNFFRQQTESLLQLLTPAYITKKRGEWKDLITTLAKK
Apaf1 inhib: inhibitors of human Apaf-1 apoptosome, primary screen, biochemical, DEVD-Rh110 fluorescence, uHTS; reconstituted apoptosome caspase-3 activity; AID 489030, 2010; inhibition, % at 20 µM; 330,000 compounds, 0.71% hits; active = inhibition of at least 40% at 20 µM;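 also: plate controls were DMSO wells for no effect and DEVD-CHO caspase inhibitor wells for full effect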
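Medium: Hepes buffer, pH 7.5 / System: biochemical Apaf-1 apoptosome reconstitution / Measured by: Rh110 fluorescence, excitation 480 nm, emission 540 nm / Times: compound with Apaf-1, dATP, procaspase-3 30 min, then 50 min reaction, room temperature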
EBI2 block: EBI2 receptor antagonists, beta-arrestin recruitment, primary screen, cell-based, luminescence, 7a,25-OHC stimulation, uHTS; G-protein coupled receptor 183 (Homo sapiens), P32249; 7a,25-OHC stimulated; inhibition, % at 5 µM; 360,000 compounds, 0.81% hits; AID 651636, 2012; in the data active = inhibition above about 38%;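 also: enzyme fragment complementation signal reports receptor beta-arrestin coupling in cells; 0% = agonist plus DMSO wells and 100% = wells without agonist; some results beyond the cut were filed as inactive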
Numbers without * were called inactive; x = no result given. Rule as the data show it, unless noted: active = inhibition above about 50%; inactive = the rest. Only part of the results is shown; the hit share may differ from the screen's.

Preview (four entries):
#	canonical_smiles	Gli-Sufu block	CCR6 antagonist	697 NFkB inh	Jurkat NFkB inh	UBC13 inh	SENP8 inh	Apaf1 inhib	EBI2 block
1	CCN(CC)c1ccc(S(=O)(=O)N2CCOCC2)cc1NC(=O)Nc1ccccc1	3	24	10	-1	-5	10	11	10
2	Cn1c(NCc2ccco2)nc2c1c(=O)n(Cc1ccc(Cl)c(Cl)c1)c(=O)n2C	12	0	-12	8	12	4	16	46*
3	Cc1cc(CSc2ccccc2)ccc1NC(=O)c1ccc(Br)cc1	-10	6	11	7	-18	-8	-1	14
4	Cc1cc(C(=O)OCC(=O)Nc2ccccc2C)c(C)o1	-12	7	23	-10	4	-1	-8	-1

The listing (from the top)
#	canonical_smiles	Gli-Sufu block	CCR6 antagonist	697 NFkB inh	Jurkat NFkB inh	UBC13 inh	SENP8 inh	Apaf1 inhib	EBI2 block
1	CCN(CC)c1ccc(S(=O)(=O)N2CCOCC2)cc1NC(=O)Nc1ccccc1	3	24	10	-1	-5	10	11	10
2	Cn1c(NCc2ccco2)nc2c1c(=O)n(Cc1ccc(Cl)c(Cl)c1)c(=O)n2C	12	0	-12	8	12	4	16	46*
3	Cc1cc(CSc2ccccc2)ccc1NC(=O)c1ccc(Br)cc1	-10	6	11	7	-18	-8	-1	14
4	Cc1cc(C(=O)OCC(=O)Nc2ccccc2C)c(C)o1	-12	7	23	-10	4	-1	-8	-1
5	O=C(c1cc(Br)c(Br)s1)N1CCOCC1	-5	-4	23	11	12	-10	18	-12
6	CCCc1c(C(=O)N/N=C/c2cccc(OCc3ccc(F)cc3)c2)nnn1-c1nonc1N	2	-21	9	4	-5	-3	8	-13
7	CCOc1ccc2c(=O)c(Oc3ccccc3OCC)coc2c1	-50	-4	-11	-11	6	1	11	0
8	CCN(CC)S(=O)(=O)c1ccc2c(c1)[nH]c(=S)n2CC	8	3	5	2	3	-8	3	-4
9	COc1ccc(NC(=O)C2CCN(C(=O)C3CC(=O)N(c4ccc(C)cc4)C3)CC2)c(OC)c1 (centres undefined)	2	11	22	-10	2	5	3	1
10	CCOc1ccccc1CNc1ccc(N2CCOCC2)c(C(=O)O)c1	2	-10	17	7	8	1	-3	-5
11	C=CCN1C(=O)/C(=c2\sc3nc(=O)c(Cc4ccccc4)nn3c2=O)c2ccccc21	7	-4	6	-12	-16	0	5	4
12	COc1ccc(Cl)cc1NC(=O)CN(C)C(=O)C1CCN(C(=O)Nc2ccccc2)CC1	-1	-5	15	0	10	-3	-7	-1
13	C=CCN(CC(=O)NC1CC1)S(=O)(=O)c1cccc(C(F)(F)F)c1	-1	18	11	7	-9	-17	2	-2
14	CCOc1ccc(-c2ncncc2-c2ccc(OC)cc2)c(O)c1	-6	8	-14	13	-2	4	11	9
15	O=C(CNC(=O)c1cccc(Cl)c1)NCC(c1cccs1)N1CCOCC1 (centres undefined)	-10	11	-3	-3	10	3	-9	0
16	CCCC(c1nnnn1Cc1ccc(F)cc1)N1CCN(C2CCCCC2)CC1 (centres undefined)	12	6	-7	8	4	-6	-8	7
17	O=C(O)COc1ccccc1/C=N/NC(=O)CSc1nc2ccccc2c(=O)n1-c1ccccc1	-12	21	18	7	-11	5	-21	-1
18	CCc1noc(C)c1C(=O)N(CCCOC)c1c(N)n(Cc2ccccc2)c(=O)[nH]c1=O	-23	12	22	-3	1	6	3	-7
19	O=c1cc(-c2ccccc2)[nH]c2cc(F)ccc12	12	-4	-21	61*	2	15	0	-10
20	CCOc1cc(C2/C(=C(/O)c3ccc(OC)cc3)C(=O)C(=O)N2CC2CCCO2)ccc1O (centres undefined)	1	6	-11	-9	12	0	-17	x
21	COc1ccc(/C(O)=C2\C(=O)C(=O)N(CCN(C)C)C2c2cccc(OC)c2OC)cc1 (centres undefined)	4	2	16	8	4	-3	-2	-10
22	CCNC(=S)N/N=C/c1cccs1	5	-6	-27	-2	-13	4	-5	-18
23	CCOc1ccccc1CN1CCN(Cc2[nH]c3ccccc3c2C)CC1CCO (centres undefined)	15	9	11	10	10	4	6	11
24	Cn1cc(/C=C(\NC(=O)c2ccccc2Cl)C(=O)NCCN2CCOCC2)c2ccccc21	-4	7	-25	-20	-9	8	-2	-12
25	O=[N+]([O-])c1ccc(Nc2ccccc2O)c2nonc12	5	38	-39	-38	-311	-2	15	1
26	O=[N+]([O-])c1ccccc1S(=O)(=O)NC1CCCC1	1	-1	11	4	0	6	-5	0
27	Cc1cc2ncn(C(=O)N3CCCCCC3)c2cc1C	-18	7	-15	-10	3	4	-7	2
28	CCn1ccnc1CNC(=O)CC1C(=O)NCCN1CCCc1ccccc1 (centres undefined)	2	-3	-8	-16	11	-3	-6	-6
29	CCN(CC)C(=O)Cn1cc(S(=O)(=O)CC(=O)Nc2ccc3c(c2)OCCO3)c2ccccc21	-18	-6	14	-33	-8	-3	2	4
30	Cc1ccc(S(=O)(=O)NC(=O)Nn2c(C)nnc2C)cc1	-3	-3	-7	-3	7	-3	-7	4
31	Cc1ccc(NC(=O)C2CC(O)CN2C(=O)OCc2ccccc2)cc1C (centres undefined)	3	-4	5	4	-1	0	-2	-1
32	COC(=O)Cn1c(Cc2ccccc2)nc2ccccc21	14	3	-3	-6	3	-4	-6	14
33	COc1ccc2c(c1)SCC(=O)N2C	4	13	31	-3	2	6	6	3
34	Cc1nc2c3ccccc3nc(NNC(=O)CCC(=O)N3CCCC(C)C3)n2n1 (centres undefined)	-1	-11	20	2	3	-1	1	-5
35	COc1ccc(CN(C(=S)Nc2ccccc2)C2CC(=O)N(c3ccc(Cl)cc3)C2=O)cc1 (centres undefined)	7	26	-5	-4	7	2	27	9
36	Cc1cc(NC(=O)c2noc3c2CCc2ccccc2-3)n(-c2ccccc2)n1	4	-6	18	9	-3	9	-13	-3
37	O=C(c1ccc(F)cc1)C1CCN(C(=O)c2ccc(F)cc2)CC1	-2	-4	-11	-4	-2	-6	2	38
38	O=C(Nc1ccc2sc3ccccc3c(=O)c2c1)c1ccccc1Cl	-68	14	-155	-154	3	-16	26	6
39	COc1ccc(Cc2nnc(N/N=C/c3ccc(C)o3)[nH]c2=O)cc1	-12	13	17	10	-9	1	-11	-12
40	COc1ccc(S(=O)(=O)NCc2cc(-c3ccccc3Cl)no2)cc1	4	9	8	2	8	8	5	-3

As entered above.
Value of #26 in Apaf1 inhib: -5
Value of #25 in SENP8 inh: -2
Value of #22 in Jurkat NFkB inh: -2
Value of #13 in EBI2 block: -2

More entries.
#	canonical_smiles	Gli-Sufu block	CCR6 antagonist	697 NFkB inh	Jurkat NFkB inh	UBC13 inh	SENP8 inh	Apaf1 inhib	EBI2 block
41	CC(=O)C1C(c2cn(-c3ccccc3)nc2-c2cccs2)NC(=O)NC1(O)C(F)(F)F (centres undefined)	-6	1	-1	3	3	3	3	0
42	CCn1cc(C(=O)NC(=S)Nc2ccccc2[N+](=O)[O-])cn1	-41	13	-46	-31	-6	-4	3	-4
43	O=C(COc1cccc(F)c1)Nc1nc(-c2ccncc2)cs1	3	-3	5	1	0	15	-9	-4
44	Cc1nc(N2CCN(C)CC2)[nH]c(=O)c1Cc1cccc2ccccc12	2	-10	6	-7	9	3	9	-6
45	Cc1onc(-c2ccccc2)c1C(=O)N1CCCCCC1	10	8	6	9	3	6	-9	1
46	Cc1ccc(C)c(S(=O)(=O)N(C)C2CCS(=O)(=O)C2)c1 (centres undefined)	-1	1	14	7	2	9	-4	-2
47	CN1CCN(CC(=O)Nc2cc(S(=O)(=O)N3CCOCC3)ccc2Cl)CC1	-13	4	2	-6	0	1	0	-10
48	CCOc1ccc(N(C)S(=O)(=O)c2ccc3[nH]cc(C(=O)NCC(OC)OC)c(=O)c3c2)cc1	4	-6	5	-3	0	3	3	-1
49	O=C(O)CCCC(=O)Nc1nc(-c2ccccc2)cs1	-1	6	12	-15	-5	-18	-2	-1
50	COC(=O)c1c(NC(=O)c2cccnc2)sc(C(=O)N(C)C)c1C	-15	-9	8	4	-9	1	-9	2
51	COc1cc(/C=N/NC(=O)c2cc(-c3ccccc3Cl)nc3ccccc23)cc(OC)c1O	2	6	-3	7	-8	-2	-6	-4
52	COC(=O)[C@@H]1C[C@@]2(O)[C@@H](O)[C@@H](O)[C@@H](O)C[C@H]2N1CC(c1ccccc1)c1ccccc1	-5	1	-1	10	5	-2	7	-8
53	COc1ccc(S(=O)(=O)N2CCCN(CC(=O)Nc3cc(NC(C)=O)ccc3OC)CC2)cc1	4	6	25	11	-6	-1	-4	-8
54	O=C(Cc1coc2ccc3ccccc3c12)NCc1cccs1	0	-1	-25	-14	4	-12	15	-1
55	CCN(CC1CCCO1)C(=O)c1cc(COc2ccc(F)cc2F)on1 (centres undefined)	7	-1	-3	-12	1	-4	0	2
56	CC(C)(C)OC(=O)NCC1CCC(C(=O)NC[C@H](CC(=O)O)c2ccc(Cl)cc2)CC1 (some centres undefined)	2	8	-11	-17	-4	-1	5	-18
57	Cc1ccc(C(=O)NC(=S)/C=C2\N(C)c3ccccc3C2(C)C)cc1	77*	35	-4	41	-114	-12	12	16
58	CCCc1cc(=O)n2[nH]c(NCc3ccccc3F)nc2n1	0	-11	12	0	-2	6	4	-7
59	COc1ccc(-c2cc([C@H]3[C@H]4C=CC[C@@H](C)[C@@H]4C(=O)N3Cc3ccccc3)ccc2F)cc1OC	-3	12	-2	-4	2	-1	15	13
60	CC[C@H](C)[C@@H](C(=O)NCCCCCCCCCCC(=O)N1CCNCC1)n1cc(CCCCN=C(N)N)nn1	11	13	5	-3	49*	-5	24	-4
61	COC(=O)c1sccc1NC(=O)c1ccccc1C(=O)O	0	-13	-7	-11	-3	-1	-5	7
62	CCc1cc(-c2nc(N)ncc2-c2ccc(Br)cc2)c(O)cc1OC	-6	-7	-15	-11	-1	-4	24	77*
63	CCOc1ccc(Cl)cc1S(=O)(=O)N1CCC(C(=O)NCc2ccncc2)CC1	29	12	-2	-5	1	-4	11	1
64	CCCc1nn2c(=O)cc(CSCC(=O)Nc3ccccc3)nc2s1	5	2	-3	6	4	11	7	-7
